High-throughput results deposited in PubChem BioAssay by several laboratories.
LYP inhibition: inhibition of human PTPN22 tyrosine phosphatase – biochemical, DiFMUP fluorescence, recombinant catalytic domain, 10 µM, primary screen (AID 606). recombinant LYP catalytic domain, DiFMUP fluorescence; higher % means a stronger effect. one-dose inhibition, % at 10 µM; IC50 in µM for titrated hits. 52,000 tested, under 10 active;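 active = IC50 under 40 µM in the dose-response test; inactive = IC50 of 40 µM or more, or never dose-tested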
DPM-DC inhibit: inhibitors of Streptococcus pneumoniae diphosphomevalonate decarboxylase | hit rate 0.49% among 65,000 | calls only at 10 µM | purified DPM-DC, PK/LDH coupled NADH fluorescence;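 active = the 320 compounds with the highest percent inhibition in the single-dose primary screen, excluding strongly autofluorescent ones, cut at about 32% in these data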;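 also: kinetic rate of NADH fluorescence loss reporting ADP formed by the decarboxylase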
Spn MK inh: blocks S. pneumoniae mevalonate kinase. AID 555. hit rate 0.48% among 65,000. inhibition, % at 10 µM. purified MK, PK/LDH-coupled NADH absorbance 340 nm;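 active = ranked among the strongest by inhibition in the single 10 µM screen, a fixed top-ranked set picked for dose follow-up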; also: no value below 0 was filed
HT1080 viability: cytotoxicity in HT1080 fibrosarcoma cells, cell-based, fluorescence readout (AID 620); HT1080 viability, fluorescence; higher % means a stronger effect; cytotoxicity, % at 10 µM; hits with a dose series show EC50 in µM; hit rate 0.42% among 87,000;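 also: cells exposed to compound overnight then 4 h with Alamar Blue; 0% = vehicle DMSO and 100% = killing control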
PMK inhibit: S. pneumoniae PMK inhibition; purified PMK, PK/LDH-coupled NADH absorbance 340 nm; hit rate 0.49% among 65,000; inhibition, % at 10 µM;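 active = top-ranked compounds by inhibition in the single 10 µM screen, taking a fixed number of the strongest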;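 also: 0% = full reaction with DMSO carrier and 100% = background rate without enzyme reaction; no value below 0 was filed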
Alkaline phosphatase: inhibition of tissue-nonspecific alkaline phosphatase – biochemical, luminescent (AID 518); purified TNAP enzyme, luminescent substrate readout; higher % means a stronger effect; inhibition, % at 20 µM, or IC50 in µM where a hit was titrated; hit rate 0.09% among 64,000; in the data active = a potency from the dose series; inactive = the rest, 99 in 100 with inhibition below about 22%;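 also: plate controls were vehicle for no effect and reference inhibitor for full effect; many of its hits are not listed in these tables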
Bfl-1 displacement: Bfl-1 inhibitors, primary screen, biochemical, fluorescence polarization, FITC-Bid, mouse (AID 432) | displacement, % at 20 µM; hits with a dose series show IC50 in µM | FITC-Bid BH3 peptide fluorescence polarization displacement; higher % means a stronger effect | hit rate 0.02% among 64,000; in the data active = a potency from the dose series; inactive = the rest, 99 in 100 with displacement below about 15%; also: strong numbers were not always called active
HPDE-C7K KRASV12: cytotoxicity in KRAS-transformed pancreatic duct cells, primary screen, cell-based, fluorescence, HTS (AID 431); HPDE-C7K KRASV12 cells, Alamar Blue viability, 48 h; higher % means a stronger effect; one-dose cytotoxicity, % at 10 µM; EC50 in µM for titrated hits; hit rate 1.7% among 63,000;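 active = compounds whose percent cytotoxicity in the single-dose primary screen, scaled between solvent and toxic-drug controls, exceeds 50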;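 also: 0% = DMSO solvent wells and 100% = doxorubicin-treated wells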
HPDE-C7 viability: cytotoxicity in HPDE-C7 cells, cell-based, fluorescence, HTS (AID 430). HPDE-C7 pancreatic duct cells viability, fluorescence; higher % means a stronger effect. hit rate 1.8% among 63,000. one-dose cytotoxicity, % at 10 µM; EC50 in µM for titrated hits;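 also: cells exposed to compound for 48 hours before viability readout; 0% = vehicle and 100% = reference cytotoxic drug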
PMK inhibit pilot replicates: further read-out of PMK inhibit, marked with its call; inhibition, %; measured here: pilot screen replicates
Spn MK inh pilot replicates: also measured in Spn MK inh; calls as there; inhibition, %; measured here: pilot screen replicates
DPM-DC inhibit pilot screen %: further read-out of DPM-DC inhibit, marked with its call; inhibition, %; measured here: pilot screen trials
The depositor's hits bear a star; i = inactive; / = not tested or not shown; & = joins results of further samples; ! = not active in a repeat; [ ] = another dose, or the depositor's remark. Rule as the data show it, unless noted: active = cytotoxicity above about 50%; inactive = the rest. Only part of the results is shown; count on the stated rates, not on these rows.

SMILES	LYP inhibition	DPM-DC inhibit	Spn MK inh	HT1080 viability	PMK inhibit	Alkaline phosphatase	Bfl-1 displacement	HPDE-C7K KRASV12	HPDE-C7 viability	others
C[N+]12CN3CN(CN(C3)C1)C2	3.9%	i	4.0	-1.1%	21.0	10.3%	0.2%	-28.3%	-16.2%
O=C(CN1C(=O)CN=C(c2ccccc2Cl)c2cc(Cl)ccc21)NCc1ccco1	/	i	0.0	5.7%	7.0	-1.5%	-2.5%	-10.1%	2.5%
CCN1CCN(Cc2nnnn2C(C)(C)C)CC1	-4.1%	i	7.0	-2.1%	3.0	12.9%	-2.3%	-11.9%	-12.9%
CCOC(=O)C1SC2(C(F)(F)C(F)F)CC1(O)c1c(c(OC)c3occc3c1OC)O2 (centres undefined)	7.5%	i	0.0	-8.9%	0.0	8.7%	0.3%	12.8%	22.4%
CNP1(NC)=Nc2nn(-c3ccccc3)c(N)c2C(c2ccccc2)=N1	-10.1%	i	3.0	0.9%	16.0	1.0%	-8.1%	-7.0%	-9.9%
CC(=O)C1C(=O)NC23CCCCC2C1c1ccccc1O3 (centres undefined)	/	i	13.0	-6.0%	0.0	14.4%	-5.5%	11.6%	-8.9%	PMK inhibit pilot replicates=0.5;Spn MK inh pilot replicates=0.0;DPM-DC inhibit pilot screen %=0.0
CC(C)[C@@]1(NC(=O)[C@@H]2C=C3c4cccc5[nH]cc(c45)C[C@H]3N(C)C2)O[C@@]2(O)[C@@H]3CCCN3C(=O)[C@H](Cc3ccccc3)N2C1=O	6.4%	/	3.0	-3.6%	5.0	4.7%	16.6%	29.5%	31.6%	PMK inhibit pilot replicates=2.0;Spn MK inh pilot replicates=0.0
C=CCn1c(O)c(C(CC)=Nc2ccc(N(CC)CC)cc2)c(=O)[nH]c1=O	15.9%	i	4.0	-1.0%	0.0	12.5%	-5.0%	/	/
COc1ccc(CC[n+]2cc(/N=C(\C)[O-])on2)cc1OC	22.7%	i[fluoresces]	3.0	1.7%	5.0	11.1%	-2.9%	-8.7%	-18.2%	PMK inhibit pilot replicates=3.5;Spn MK inh pilot replicates=1.5;DPM-DC inhibit pilot screen %=50.0
O=C(CNS(=O)(=O)c1cccs1)N1CCC2(CC1)OCCO2	-3.3%	i	0.0	-2.8%	11.0	6.2%	2.7%	-1.8%	-25.2%
O=C(NCc1ccccn1)c1ccccc1Cl	15.7%	i	9.0	2.8%	0.0	14.0%	-10.5%	2.9%	-11.4%	PMK inhibit pilot replicates=2.0;Spn MK inh pilot replicates=1.0;DPM-DC inhibit pilot screen %=0.0
O=C(c1cc2c(s1)-c1ccccc1OC2)N1CCC2(CC1)OCCO2	13.6%	/	0.0	3.8%	6.0	5.6%	-3.7%	45.5%	5.6%
CCS(=O)(=O)N1CCC(C(=O)N2CCC3(CC2)OCCO3)CC1	-1.6%	i	0.0	13.1%	0.0	10.6%	0.7%	-6.4%	-2.7%
Cc1ccccc1-n1c(O)c(C=Nc2ccc(N(C)C)cc2)c(=O)[nH]c1=O	5.6%	i	9.0	1.8%	2.0	15.0%	-8.5%	19.3%	10.0%
O=c1[nH]c(=O)n(CCC2=CCCCC2)c(O)c1C=NCc1cccnc1	7.9%	i	13.0	-5.0%	15.0	5.6%	-3.3%	/	/
COc1ccccc1-n1c(O)c(C=Nc2c(C)n(C)n(-c3ccccc3)c2=O)c(=O)[nH]c1=O	-2.2%	i	5.0	14.7%	12.0	9.6%	-4.1%	/	/
CCOC(=O)C1=C(C)OC(N)=C(C#N)C12C(=O)Nc1ccc(C)cc12 (centres undefined)	/	i	2.0	1.0%	0.0	3.5%	0.9%	-1.6%	5.1%
CCCCN1CCC(C#N)(Nc2ccccc2)CC1	5.7%	i	10.0	11.9%	0.0	6.9%	-1.1%	-10.5%	-11.3%
CCCCCCn1c(=O)c(C(=O)Nc2ccncc2)c(O)c2ccccc21	6.9%	i	8.0	11.9%	2.0	8.9%	-4.1%	46.4%	37.2%
Cc1ccc(Cn2nnnc2CN2CCC(n3nnc4ccccc43)CC2)cc1	-15.1%	i	10.0	3.5%	2.0	2.0%	-4.6%	2.2%	5.2%
O=P(O)(O)C#Cc1ccccc1	5.8%	i	10.0	0.3%	0.0	3.3%	-1.3%	-11.6%	-12.0%
O=C1NC(=O)C(CCc2ccncc2)(c2ccccc2)C(=O)N1	-2.6%	i	0.0	6.7%	1.0	-1.2%	32.4%	-20.5%	-10.8%
CC(=O)OC1(c2ccccc2)CCN(C)C2CCCCC21 (centres undefined)	7.5%	i	7.0	-28.2%	0.0	5.3%	8.8%	-6.4%	6.1%
Cc1cccc(N2CCc3c2nc2ccccc2c3N)c1	2.1%	/	0.0&7.0	12.9%&-0.5%	0.0&6.0	7.8%&22.0%	-10.7%&5.8%	48.4%&26.1%	50.1%*!	PMK inhibit pilot replicates=4.5;Spn MK inh pilot replicates=1.5
CCCCCCn1c(N)c(C(=O)NCCN2CCOCC2)c2nc3ccccc3nc21	1.1%	/	12.0	-6.5%	4.0	-2.1%	-5.9%	86.3%*	72.1%*

(list continues)
SMILES	LYP inhibition	DPM-DC inhibit	Spn MK inh	HT1080 viability	PMK inhibit	Alkaline phosphatase	Bfl-1 displacement	HPDE-C7K KRASV12	HPDE-C7 viability	others
CCCC[n+]1cc(/N=C(\[O-])OC)on1	-2.5%	i	2.0	-4.7%	0.0	7.5%	-2.2%	8.2%	-8.7%
COc1cc(Br)cc(CN2CCN(C)CC2)c1O	/	i	1.0	-10.1%	0.0	1.2%	-8.2%	4.8%	-3.4%
CC(=O)Nc1ccc(S(=O)(=O)NC(CC(=O)N2CCC3(CC2)OCCO3)C(C)C)cc1 (centres undefined)	-12.9%	i	13.0	4.2%	5.0	0.2%	-5.6%	-7.0%	-14.8%
CCCCn1c(O)c(C=NC2CCCCC2N)c(=O)[nH]c1=O (centres undefined)	/	i	2.0	-14.0%	3.0	-15.1%	-2.3%	2.7%	-7.1%	PMK inhibit pilot replicates=1.0;Spn MK inh pilot replicates=1.5;DPM-DC inhibit pilot screen %=0.0
COc1ccc2c(c1)c(C(=O)CN1CCN(C)CC1)c(C)n2Cc1ccccc1	/	i	10.0	-13.3%	9.0	8.2%	-7.7%	8.8%	-13.3%
O=C1C2CCN(CC2)C1Cc1ccc(OCCOc2ccccc2)cc1 (centres undefined)	12.7%	i	0.0	-4.7%	6.0	2.6%	-3.3%	2.1%	2.9%
COc1ccc(CCn2c(O)c(C=NCCCN(C)C)c(=O)[nH]c2=O)cc1OC	-3.6%	i	4.0	2.5%	7.0	9.0%	8.3%	9.1%	8.8%	PMK inhibit pilot replicates=0.5;Spn MK inh pilot replicates=0.0;DPM-DC inhibit pilot screen %=0.5
CCN(CC)S(=O)(=O)c1ccc(N=Cc2c(O)n(-c3ccccc3)c(=O)[nH]c2=O)cc1	6.7%	i	7.0	-1.4%	0.0	2.6%	1.0%	9.9%	5.8%
Cn1c(O)c(C=NC2CC3CCC2(C)C3(C)C)c(=O)[nH]c1=O (centres undefined)	11.2%	i	12.0	-3.5%	6.0	11.6%	-9.7%	-5.5%	-18.7%
O=C(c1ccc2c(c1)ncn2C1CCCCCC1)N1CCC2(CC1)OCCO2	/	i	2.0	-0.1%	11.0	/	/	/	/
COc1ccc(CC2C(=O)NC(=O)NC2=O)c(OC)c1	7.8%	i	5.0	0.4%	0.0	9.9%	1.3%	-0.8%	-0.7%	PMK inhibit pilot replicates=5.5;Spn MK inh pilot replicates=9.0;DPM-DC inhibit pilot screen %=3.0
CC1(C)C2CC=C(CN3CCC(O)CC3)C1C2 (centres undefined)	/	i	38.0	-3.7%	0.0	14.4%	-4.3%	-0.6%	5.6%
COc1ccc(Cn2c(O)c(C=NCCN3CCOCC3)c(=O)[nH]c2=O)cc1	-6.4%	i	5.0	-5.5%	11.0	3.2%	-2.3%	-4.2%	4.2%
Cc1cccc(-n2c(C)nc3cc(C(=O)N4CCC5(CC4)OCCO5)ccc32)c1	7.6%	i	4.0	4.4%	10.0	4.5%	1.2%	20.0%	-3.7%
Cc1ccc(S(=O)(=O)N(C)CCCC(=O)N2CCN(c3ccccn3)CC2)cc1	/	i	0.0	-7.3%	13.0	14.7%	-5.7%	-3.0%	-13.9%
COCCCn1c(N)c(C(=O)OC(C)COC)c2nc3ccccc3nc21 (centres undefined)	8.0%	/	14.0	3.1%	13.0	6.3%	0.1%	-1.4%	-10.2%
N[C@@H](Cc1c[nH]c2ccccc12)c1nnc(SCc2ccccc2)o1	/	i	8.0	14.2%	14.0	2.8%	-2.3%	12.8%	9.7%
CN(C)CCc1nc2ccccc2c(=O)n1-c1ccccc1	6.1%	i	7.0	-4.6%	18.0	16.6%	-1.6%	11.7%	8.3%	PMK inhibit pilot replicates=2.0;Spn MK inh pilot replicates=0.0;DPM-DC inhibit pilot screen %=3.0
CN1CCN(c2nc3ccccc3c(=O)n2-c2ccccc2)CC1	5.5%	i	6.0	-3.0%	8.0	9.6%	3.9%	3.2%	-4.8%	PMK inhibit pilot replicates=2.0;Spn MK inh pilot replicates=1.5;DPM-DC inhibit pilot screen %=5.0
COc1cc2c3c(c1OC)-c1cc(O)ccc1CC3NCC2 (centres undefined)	3.0%	i	9.0	18.4%	7.0	9.2%	-6.7%	9.3%	7.6%
CCCC12CN3CC(CCC)(CN(C1)C3c1ccccn1)C2=O (centres undefined)	/	/	/	-2.8%	/	5.1%	-3.8%	4.9%	-4.3%
OC1(c2ccc(F)cc2)CC2CCC(C1)N2Cc1nnnn1C1CCCC1 (centres undefined)	-6.0%	i	0.0	-5.2%	3.0	7.9%	-8.0%	-0.4%	3.1%
O=C1CCCC2=C1C(c1cccnc1)Nc1ccccc1N2 (centres undefined)	18.3%	i	6.0	-1.1%	0.0	9.7%	-4.9%	-3.1%	-0.2%
CN1C2CCC1CC(OC(=O)c1ccc(Cl)cc1)C2 (centres undefined)	/	i	5.0	2.0%	10.0	10.4%	2.4%	11.8%	7.6%
CC(=NCCN1CCOCC1)c1c(O)n(-c2ccccc2C)c(=O)[nH]c1=O	-7.0%	i	2.0	/	3.0	7.5%	-7.0%	7.7%	14.0%
CC1CCC(NCCc2ccc3c(c2)OCO3)CC1 (centres undefined)	-1.9%	i	29.0	-7.5%	18.0	15.4%	0.1%	16.4%	2.7%
CCN(CC)C(=O)c1ccc(NC(=O)c2cc(-n3cnnc3)ccc2Cl)cc1	-10.6%	i	9.0	1.9%	10.0	24.5%	0.0%	-12.7%	-4.1%

Among those listed so far, 2 have a furan ring, fused or not.
SMILES	LYP inhibition	DPM-DC inhibit	Spn MK inh	HT1080 viability	PMK inhibit	Alkaline phosphatase	Bfl-1 displacement	HPDE-C7K KRASV12	HPDE-C7 viability	others
O=C(CN1C(=O)CN=C(c2ccccc2Cl)c2cc(Cl)ccc21)NCc1ccco1	/	i	0.0	5.7%	7.0	-1.5%	-2.5%	-10.1%	2.5%
CCOC(=O)C1SC2(C(F)(F)C(F)F)CC1(O)c1c(c(OC)c3occc3c1OC)O2 (centres undefined)	7.5%	i	0.0	-8.9%	0.0	8.7%	0.3%	12.8%	22.4%
